# WT yeast gro inh: growth inhibition of WT yeast, mitochondrial fusion screen | mitochondrial fusion phenotypic screen, WT strain | inhibition, % at 10 µM | hit rate 2.1% among 190,000; in the data active means inhibition above about 58%; tested in S. cerevisiae
# MT stabilizer: microtubule stabilizers in HeLa cells | HeLa tubulin immunostaining HCS, 24 h; share of cells brighter than vehicle mean+2SD | % tubulin-high responders, % at 10 µM | hit rate 0.83% among 200,000 | AID 2205;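 active means plate Z-score above 3 for both tubulin-high and condensed-nucleus cell shares, with cell loss under 80%, at 10 µM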;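 further: anti alpha tubulin signal scored within the nucleus-defined area of each cell; some results filed as inactive read as strong as hits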
# bCat nuc transl: alters nuclear translocation of beta-catenin in HeLa cells; hit rate 0.3% among 190,000; immunofluorescence imaging; nuclear translocation activity, % at 5 µM;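 active means nuclear translocation activity above 50% at 5 µM, with a well cell count of 50 or more; inconclusive means wells under 50 cells across six images, flagged as toxic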;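 further: per-cell ratio of nuclear to cytoplasmic median beta-catenin stain intensity; plate controls were DMSO negative control for no effect and GSK-3 inhibitor IX positive control for full effect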
#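 Signal – beta-catenin immunofluorescence imaging with DAPI · Test system – human HeLa cell line · Dosing – 5 µM primary single dose, 0.1% DMSO, 0.02–20 µM confirmation series · Measure – % activation, nuclear-to-cytoplasmic median beta-catenin signal ratio per cell · Incubation – 24 h compound exposure at 37°C, 5% CO2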
# P. falciparum M17LAP: P. falciparum M17LAP inhibitors, primary screen, biochemical, fluorogenic H-Leu-NHMec substrate, 1536-well (AID 1619); recombinant M17LAP, H-Leu-NHMec fluorogenic kinetic assay; higher % means a stronger effect; inhibition, % at 30 µM, or IC50 in µM where a hit was titrated; hit rate 0.38% among 220,000;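 active means compound inhibiting the enzyme by more than half at any dose during confirmatory dose-response retesting; inconclusive means strong single-dose inhibitors picked by rank but not retested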;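 further: plate controls were full reaction with DMSO carrier for no effect and no enzyme background for full effect; strong numbers were not always called active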
# P. falciparum M1AAP: P. falciparum M1AAP inhibitors, biochemical, fluorogenic H-Leu-NHMec substrate, 1536-well (AID 1445). recombinant M1AAP, H-Leu-NHMec fluorogenic kinetic assay; higher % means a stronger effect. hit rate 0.42% among 220,000. inhibition, % at 30 µM, or IC50 in µM where a hit was titrated;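 active means primary inhibition above the hit cutoff, then over 50% inhibition at one or more dose response concentrations, cut at about 23% in these data, passing the limit was not always enough; inconclusive means conflicting primary data, or primary hits not chosen for dose response; inactive means low primary inhibition, or under 50% at every dose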;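 further: plate controls were DMSO full reaction for no effect and no enzyme background for full effect; strong numbers were not always called active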
# Yfh1-off respiration: enhancers of respiration in Yfh1-depleted yeast, dose response, Friedreich's ataxia, plus single-dose screen (AID 1465); S. cerevisiae Yfh1-off respiration, WST-1 reduction, 72 h; higher fold induction means a stronger effect; one-dose fold induction at 50 µM; EC50 in µM for titrated hits; hit rate 0.074% among 220,000;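 active means fold induction of absorbance versus untreated yeast above a set limit, then at least 30% activation at any dose in follow-up; inconclusive means repeats straddling the limit, or above it without dose testing; inactive means fold induction below the set limit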;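 further: activators that raise dye reduction in frataxin-depleted yeast; strong numbers were not always called active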
# Dynein cargo inh: dynein cargo transport inhibition. 3617.4 mouse cells, GR-EGFP nuclear translocation imaging; test concentration mostly 20 µM; stimulated with dexamethasone, 1 µM; hits give low values. z-score, hits read low. hit rate 0.47% among 220,000;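 active means plate z-score of nuclear minus cytoplasmic receptor signal below a set negative limit, without overly bright fluorescence or cell loss, cut at about -3.5 in these data, passing the limit was not always enough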;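 further: z-score of nuclear minus cytoplasmic ring GR-EGFP intensity difference per well; some compounds called inactive have numbers as strong as hits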
#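 Schedule: 48 h induction, then 1 h compound, then 30 min agonist, 37 °C. Buffer or medium: tetracycline-free induction medium containing charcoal-stripped FBS. Reagent: 1.0 µM final dexamethasone stimulus. Evaluation: nuclear versus cytoplasmic GR-EGFP signal, averaged per well. Signal: high-content fluorescence imaging after fixation.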
# Autophagy HCS: alters autophagy in cells; MEF GFP-LC3 puncta imaging; test concentration mostly 10 µM; calls only at 10 µM (by protocol); hit rate 0.98% among 190,000; AID 463193;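 active means percentage of spot-positive cells more than 3 SD above its plate mean, without a fluorescence outlier flag or 80% toxicity; inconclusive means no clear call, values can overlap the other calls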;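 further: spot-positive cell cutoff set from DMSO-treated cells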
# T cell modulator: T cell immune modulation candidate; 2C CD8+ T cell-vesicle binding, flow cytometry; hits give low values; calls only at 7 µM; hit rate 0.068% among 330,000; AID 2052;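 active means response, share of CD8 T cells binding vesicles, and their 90th percentile fluorescence all below set limits, cut at about 80% in these data, passing the limit was not always enough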
#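 Test system: purified 2C TCR transgenic mouse naive CD8+ T cells. Probe or stimulus: QL9-peptide-loaded Drosophila micro-vesicles bearing Ld, ICAM-1 and B7-1. Incubation: binding step 1.5 h, 37 °C, antibody labelling 20 min, ice. Measured by: flow cytometry of vesicle-bound cells.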
# WT yeast gro inh mutant strain: second read-out of WT yeast gro inh, no call of its own (marks repeat the call); inhibition, %; mitochondrial fusion phenotypic screen, mutant strain inhibition
# Dynein cargo inh cytoplasmic EGFP: recorded beside Dynein cargo inh, whose call it bears; z-score; measured here: cytoplasmic GR-EGFP intensity; hits give high values
# Dynein cargo inh nuclear GR-EGFP: further read-out of Dynein cargo inh, marked with its call; z-score; measured here: nuclear GR-EGFP intensity;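 lower value marks the stronger effect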
# Dynein cargo inh cell count: second read-out of Dynein cargo inh, no call of its own (marks repeat the call); z-score; measured here: cell count per field
# bCat nuc transl cell count 5 µM: further read-out of bCat nuc transl, marked with its call; cell count; measured here: cell count, cytotoxicity flag
# T cell modulator vesicle-bound %: recorded beside T cell modulator, whose call it bears; double positive events, %; measured here: CD8+ vesicle-bound cell fraction;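 binding gate set so that unloaded-vesicle control wells show 10% double positive cells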
# MT stabilizer Hoechst-high %: recorded beside MT stabilizer, whose call it bears; % Hoechst-high responders; measured here: nuclear condensation Hoechst responders;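 share of cells brighter than vehicle mean plus two SD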
# MT stabilizer cytotoxicity %: further read-out of MT stabilizer, marked with its call; toxicity, %; measured here: cytotoxicity by cell density;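 0% = mean cell density of plate MIN control wells and 100% = no cells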
# Autophagy HCS cell loss 18 h: further read-out of Autophagy HCS, marked with its call; toxicity, %; measured here: cell loss, nuclei count;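 cell loss after 18 h compound exposure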
# Numbers without * were called inactive; i = inactive; ? = inconclusive; . = no result given.
SMILES,WT yeast gro inh,WT yeast gro inh mutant strain,MT stabilizer,MT stabilizer Hoechst-high %,MT stabilizer cytotoxicity %,bCat nuc transl,bCat nuc transl cell count 5 µM,P. falciparum M17LAP,P. falciparum M1AAP,Yfh1-off respiration,Dynein cargo inh,Dynein cargo inh cytoplasmic EGFP,Dynein cargo inh nuclear GR-EGFP,Dynein cargo inh cell count,Autophagy HCS,Autophagy HCS cell loss 18 h,T cell modulator,T cell modulator vesicle-bound %
NC1=C([N+](=O)[O-])C(c2ccccc2)C2=C(CCCC2=O)O1 (stereo unspecified),-33,-7,2.9,2.9,3.3,-3.7,532,3%,5%,i,0.3,-0.3,0.9,-0.062,i,12,i,35
O=C(Nc1ccc2c(c1)OCCO2)c1cnccn1,7,3,2.3,2.5,9.0,-4.7,1200,3%,0%,i,-1.1,-0.16,-0.35,0.45,i,0,i,4
Cc1ccc(-n2c(CSc3nc(C)cc(C)n3)nnc2SCC(=O)N2CCCC2)cc1,9,11,2.5,1.0,5.6,-0.4,1008,6%,3%,i,-0.5,-0.21,-0.19,0.81,i,-7,i,48
Cc1cc2cc(CNC(=O)c3ccc4c(c3)OCO4)ccc2[nH]1,.,.,4.3,3.5,10.0,-0.4,871,.,.,i,-0.27,-0.085,0.47,-1.4,i,6,i,63
CC(=O)Nc1ccc(-c2cc(-c3ccc(NC(C)=O)cc3)nc(-c3ccccc3)n2)cc1,1,3,1.8,2.2,7.4,1.4,1300,-4%,8%,i,-0.41,-0.23,-0.29,0.53,i,-5,i,18
CCOC(=O)c1nn(-c2ccc(C)cc2)cc1O,17,17,0.7,1.0,8.1,.,.,1%,15%,i,-0.02,-0.37,0.18,0.49,i,1,i,46
COc1cc(OC)c(/C=N/NC(=O)c2ccc(Cn3nc([N+](=O)[O-])cc3C)cc2)c(OC)c1,.,.,.,.,.,-0.3,1329,-6%,-1%,i,0.39,-0.24,0.34,-0.12,.,.,i,48
Cc1c(Br)c([N+](=O)[O-])nn1CC(=O)Nc1c(C)n(C)n(-c2ccccc2)c1=O,0,4,2.7,0.8,1.8,-1.8,1135,1%,2%,i,0.0071,-0.07,0.071,0.84,i,9,i,50
O=C(COC(=O)/C=C/c1ccccc1[N+](=O)[O-])NC1CC1,26,13,3.7,2.3,10.0,-1.8,1122,1%,3%,i,-0.4,-0.19,0.58,0.2,i,8,i,43
CC(C)NC(=O)c1ccc2c(c1)nnn2C,3,0,4.3,2.2,4.9,-0.9,1108,10%,3%,i,0.58,-0.15,0.19,-0.77,i,-4,i,15
Cc1nc(NC(=O)c2ccccc2)sc1-c1csc(Nc2cccc(F)c2)n1,80*,14*,30,11,37,.,.,15%,6%,i,0.23,-0.22,-0.63,-0.69,i,-7,i,35
COc1ccc2c(c1)CCCN2C(N)=Nc1ccc(Cl)cc1,.,.,.,.,.,-0.9,1362,19%,2%,i,0.42,-0.26,0.89,-0.81,.,.,i,57
COc1ccccc1N1CCN(C(=O)c2cn(-c3ccccc3)nc2-c2cccnc2)CC1,-5,-4,11,9.8,17,-0.7,1096,7%,0%,i,-0.69,-0.4,-0.4,0.94,i,-3,i,6
COc1ccc(/C=C/C(=O)Nc2ccccc2)cc1OC,3,-12,1.7,0.8,9.8,-3.0,1060,12%,14%,i,1.6,0.048,0.77,-0.18,i,-3,i,54
CCOC(=O)n1c(=O)n(C)c2ccc(Cl)cc21,-20,3,3.2,2.5,9.9,4.3,873,-8%,2%,i,-0.67,-0.12,-0.39,0.34,i,17,i,15
Cc1ncoc1C(=O)Nc1ncc([N+](=O)[O-])s1,3,-1,2.6,0.9,0.5,0.3,1162,6%,-6%,i,-0.38,-0.28,-0.23,0.47,i,19,i,40
O=C(O/N=C1/CCCc2occc21)c1ccc(F)cc1,6,10,1.9,2.6,3.7,-6.5,1069,-1%,1%,i,0.55,-0.29,0.28,-0.67,i,5,i,42
O=C(/C=C/c1cccs1)c1cc(F)ccc1OC(=O)N1CCOCC1,.,.,3.3,1.7,3.9,.,.,.,.,i,-2.2,0.25,-0.87,0.19,i,-32,i,38
O=C(NNC1=Nc2cccc3cccc1c23)c1ccccc1Br,11,-25,4.9,2.6,0.5,1.9,1103,10%,-3%,i,0.37,0.23,0.46,-0.3,i,-32,i,41
Cc1ccc(-c2cc3c(nn2)-c2ccccc2C3=O)cc1,52,52,.,.,.,-0.2,1366,6%,-5%,i,-0.017,-0.25,0.55,-0.55,.,.,i,24
COCCNC(=S)N(CCc1c(C)[nH]c2ccccc12)Cc1ccco1,8,-1,4.8,1.5,2.7,-8.1,1089,20%,-6%,i,2,-0.16,0.62,-1.4,i,25,i,26
CCCCOc1ccccc1C1NC(=O)NC(C)=C1C(=O)OCCOCC (stereo unspecified),14,13,3.4,3.0,10,-4.9,1012,4%,-2%,i,0.21,-0.22,0.3,0.13,i,3,i,40
COc1ccc(NC(=O)N2CCCC2C(=O)Nc2ccc(C)c(Cl)c2)cc1 (stereo unspecified),6,-3,4.7,2.5,8.9,-1.3,1012,-7%,9%,i,-0.29,-0.32,0.18,-0.12,i,8,i,62
COCCCNS(=O)(=O)c1ccc2c(c1)CCN2C(C)=O,-8,9,2.0,1.1,9.7,-1.3,1197,-3%,12%,i,0.24,-0.071,0.065,0.5,i,-4,i,45
Nc1c(C(=O)Nc2ccc(Cl)c(Cl)c2)sc2nc(-c3cccnc3)ccc12,7,-6,2.1,2.4,7.9,1.9,1042,-16%,0%,i,0.92,0.39,1.3,-2.9,i,13,i,48
Cc1cc(NS(=O)(=O)c2ccc(NC(=O)CSc3nc4ncc(Br)cc4[nH]3)cc2)nc(C)n1,.,.,.,.,.,1.5,1290,19%,16%,i,-0.049,-0.029,-0.064,0.56,.,.,i,42
CCOC(=O)Nc1ccc2nc3n(c(=O)c2c1)CCCCC3,-4,-8,4.1,3.4,12,-0.2,1083,10%,7%,i,0.42,-0.3,0.053,-0.44,i,2,i,49
CC1CCN(C(=S)Nc2ccc(F)cc2)CC1,-4,5,1.8,3.4,1.3,-0.8,1027,-3%,-2%,i,-0.87,0.34,-0.68,1,i,4,i,47
CCOC(=O)C1(CC2CCCCO2)CCN(Cc2nccn2-c2cccc(C)c2)CC1 (stereo unspecified),27,16,3.4,2.3,4.3,-2.6,917,-4%,2%,i,2.1,-0.13,1.2,-1,i,-20,i,64
NS(=O)(=O)c1cc2c(cc1C(F)(F)F)NCNS2(=O)=O,-9,-20,2.9,3.6,8.6,-2.4,558,5%,-3%,i,0.92,-0.28,0.82,-0.19,i,-4,i,21

# An excerpt from above in order of their number in MT stabilizer Hoechst-high %, lowest first.
structure | MT stabilizer Hoechst-high %
COCCNC(=S)N(CCc1c(C)[nH]c2ccccc12)Cc1ccco1 | 1.5
COc1ccc(NC(=O)N2CCCC2C(=O)Nc2ccc(C)c(Cl)c2)cc1 (stereo unspecified) | 2.5
NS(=O)(=O)c1cc2c(cc1C(F)(F)F)NCNS2(=O)=O | 3.6

# Other structures follow.
SMILES,WT yeast gro inh,WT yeast gro inh mutant strain,MT stabilizer,MT stabilizer Hoechst-high %,MT stabilizer cytotoxicity %,bCat nuc transl,bCat nuc transl cell count 5 µM,P. falciparum M17LAP,P. falciparum M1AAP,Yfh1-off respiration,Dynein cargo inh,Dynein cargo inh cytoplasmic EGFP,Dynein cargo inh nuclear GR-EGFP,Dynein cargo inh cell count,Autophagy HCS,Autophagy HCS cell loss 18 h,T cell modulator,T cell modulator vesicle-bound %
O=c1cccc2n1Cc1cc3ccccc3nc1-2,5,1,2.7,4.0,1.3,-1.7,515,-418%,?,i,0.31,-0.3,0.47,0.4,i,15,i,19
COC(=O)C1CCN(Cc2cc(=O)oc3cc(OC)ccc23)CC1,27,9,6.2,3.5,1.8,-6.3,1226,-31%,17%,i,-1.2,0.12,-0.33,0.33,i,8,i,33
Cc1ccc(C(=O)Cn2c(C)cc(C)c(C#N)c2=O)cc1,-5,6,1.4,1.9,10,2.3,1373,-4%,7%,i,1.1,-0.14,0.89,-0.68,.,.,i,2
CCCCn1c(N)c(NCC)c(=O)[nH]c1=O,-1,-1,3.2,3.1,0.1,0.6,1026,-9%,8%,i,2.9,-0.26,2.1,-2.6,i,-2,.,.
O=C(CCN1C(=O)C2C3C=CC(C3)C2C1=O)N1CCN(c2ccccn2)CC1 (stereo unspecified),-6,-7,2.6,2.0,8.0,-1.2,1221,1%,1%,i,-0.35,-0.16,0.66,0.052,i,-29,i,26
C(=N\Nc1nc2ccccc2[nH]1)/c1ccc2c(c1)OCCO2,.,.,.,.,.,-2.7,1190,-4%,7%,i,-0.45,0.0062,-0.24,0.45,.,.,i,14

# High-throughput results: PubChem, several laboratories
